Source: PubChem BioAssay (Sanford-Burnham Center for Chemical Genomics)
CCR6 antagonist = blocks CCL20-driven beta-arrestin recruitment at human CCR6. P51684. CHO-K1 CCR6 PathHunter beta-arrestin, luminescence, CCL20-stimulated. inhibition, % at 20 µM. 340,000 compounds, 0.49% hits. AID 493098;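 active = compounds whose inhibition of the agonist-driven luminescence signal at 20 µM reaches about 50%, limit read from the data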;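 note: cells stimulated with CCL20 at 14 nM final; plate controls were DMSO with CCL20 for no effect and DMSO without agonist for full effect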
Target sequence (P51684 whole entry, looked up): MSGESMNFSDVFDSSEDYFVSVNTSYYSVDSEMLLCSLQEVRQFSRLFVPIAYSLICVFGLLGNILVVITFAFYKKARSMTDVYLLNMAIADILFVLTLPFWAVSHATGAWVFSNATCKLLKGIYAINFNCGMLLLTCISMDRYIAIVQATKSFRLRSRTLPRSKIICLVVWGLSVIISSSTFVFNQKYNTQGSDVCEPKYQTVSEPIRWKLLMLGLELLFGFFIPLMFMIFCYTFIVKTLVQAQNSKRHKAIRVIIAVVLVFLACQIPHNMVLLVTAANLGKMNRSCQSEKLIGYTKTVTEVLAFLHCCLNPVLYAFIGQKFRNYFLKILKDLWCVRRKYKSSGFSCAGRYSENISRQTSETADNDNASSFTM
EBI2 antag = antagonists of human EBI2 receptor; P32249; EBI2 beta-arrestin recruitment, luminescence, 7a,25-OHC stimulated; inhibition, % at 5 µM; 360,000 compounds, 0.81% hits; in the data active = inhibition above about 38%;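 note: enzyme fragment complementation signal reports receptor beta-arrestin coupling in cells; 0% = agonist plus DMSO wells and 100% = wells without agonist; some results beyond the cut were filed as inactive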
APJ agonist = activates the human apelin receptor APJ. P35414. CHO-K1 APJ PathHunter beta-arrestin, luminescence; 0% DMSO wells, 100% apelin. 330,000 compounds, 0.11% hits. activation, % at 20 µM. AID 2520;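 active = activation more than six SD over the plate average, tested at 20 µM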;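 note: 0% = DMSO alone and 100% = apelin-13 at 10 nM; some results filed as inactive read as strong as hits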
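Test system – PathHunter CHO-K1 APJ (AGTRL-1) beta-arrestin reporter cells · Input – 1000 cells/well · Compound – single test compound dose, 20 µM final, 1% DMSO · Times – compound stimulation 90 min at 25 °C, detection 60 min · Technique – beta-gal luminescence · Read-out basis – APJ–arrestin association signal · Control set – negative DMSO alone, positive Apelin-13 at 10 nM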
UBC13 inh = human UBC13 polyubiquitination inhibition; UBC13 polyubiquitin chain formation, TR-FRET; P61088; inhibition, % at 20 µM; 330,000 compounds, 0.47% hits; in the data active = inhibition above about 45%, passing the limit was not always enough
Target sequence (P61088 whole entry, looked up): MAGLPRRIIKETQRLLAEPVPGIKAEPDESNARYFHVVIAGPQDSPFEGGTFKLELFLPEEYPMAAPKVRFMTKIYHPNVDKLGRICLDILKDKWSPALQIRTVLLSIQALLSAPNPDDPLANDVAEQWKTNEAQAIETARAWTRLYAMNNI
ATG4B inh = inhibitors of human ATG4B cysteine protease. Q9Y4P1. ATG4B cleavage of LC3-PLA2, NBD-HPC fluorescence, 1 h. inhibition, % at 8.33 µM. 340,000 compounds, 0.51% hits. AID 504462; in the data active = inhibition above about 40%
Gli-Sufu block = antagonists of Gli-Sufu signaling. Sufu-KO-LIGHT fibroblasts, Gli luciferase reporter luminescence. inhibition, % at 5 µM. 340,000 compounds, 0.74% hits. AID 588413;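 active = inhibition above about 55%, limit read from the data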;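 note: 0% = DMSO-treated cells and 100% = wells with medium but no cells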
APJ antag = APJ receptor antagonism | CHO-K1 APJ beta-arrestin complementation, luminescence | inhibition, % at 20 µM | 330,000 compounds, 0.32% hits;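 active = inhibition above about 40% at 20 µM, limit read from the data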;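 note: cells challenged with 10 nM apelin-13 agonist together with compound; plate controls were apelin-13 plus DMSO wells for no effect and DMSO wells lacking apelin-13 for full effect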
CXCR6 block = blocks human CXCR6 beta-arrestin recruitment | O00574 | CHO-K1 PathHunter CXCR6 beta-arrestin, luminescence | inhibition, % at 20 µM | 360,000 compounds, 0.36% hits | AID 602244; in the data active = inhibition above about 34%, passing the limit was not always enough;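 note: antagonist mode with CXCL16 agonist at 10 nM final; 0% = 10 nM CXCL16 with DMSO and 100% = unstimulated wells without agonist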
Target sequence (O00574 whole entry, looked up): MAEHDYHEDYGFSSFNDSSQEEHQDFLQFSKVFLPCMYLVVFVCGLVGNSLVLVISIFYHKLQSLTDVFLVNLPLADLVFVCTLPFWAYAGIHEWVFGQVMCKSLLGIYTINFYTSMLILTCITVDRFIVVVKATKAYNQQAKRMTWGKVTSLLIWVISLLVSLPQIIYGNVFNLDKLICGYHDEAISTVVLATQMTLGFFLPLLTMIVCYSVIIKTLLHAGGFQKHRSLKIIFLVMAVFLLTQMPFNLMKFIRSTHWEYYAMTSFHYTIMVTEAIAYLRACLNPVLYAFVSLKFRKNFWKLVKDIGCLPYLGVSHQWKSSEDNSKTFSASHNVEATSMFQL
An asterisk follows results filed as active; x = not tested or not shown.

Every second line gives: CCR6 antagonist	EBI2 antag	APJ agonist	UBC13 inh	ATG4B inh	Gli-Sufu block	APJ antag	CXCR6 block
O=C(Nc1cccc(NC(=O)c2cccc(Cl)c2)c1)c1cccnc1
    3	3	3	6	-2	12	4	-5
O=C(O)COCc1nc2ccccc2[nH]1
    -6	-3	4	1	-2	2	-23	-2
c1ccc(Cn2nnc3c(NCC4CCCO4)nc(C4CC4)nc32)cc1 (stereo unspecified)
    14	5	1	-5	-8	9	-5	5
C=CCOc1c(Cl)cc(CNn2cn[nH]c2=S)cc1OC
    -6	8	-2	4	-8	-7	21	3
COc1cc(CNC(C)(C)CO)cc(Br)c1OCc1ccc(Cl)cc1
    31	-2	0	8	-14	14	3	-15
NS(=O)(=O)c1cccc(NC(=O)CSc2ccccn2)c1
    -1	-1	0	0	-3	13	0	4
O=S(=O)(c1ccc(F)cc1)N1CCN(c2ccccn2)CC1
    3	-5	-2	1	-2	3	5	-1
COc1ccc(N2C(=O)CSC2c2ccc3c(c2)OCO3)cc1 (stereo unspecified)
    -2	-15	1	-4	1	7	-10	-4
O=C(C[C@H]1C/C=C\C[C@H](NC(=O)OCC2c3ccccc3-c3ccccc32)C(=O)O[C@@H](c2ccccc2)CNC1=O)NCCO
    3	3	-1	23	-1	27	-8	6
C/C(=N/NC(=O)CNC(=O)c1cccs1)c1ccco1
    -7	-17	1	5	6	3	-2	1
O=C(Nc1ccc(S(=O)(=O)Nc2nccs2)cc1)c1cccc(S(=O)(=O)N2CCOCC2)c1
    5	-3	-2	2	-6	-2	6	6
COc1cc(C)c(C(=O)Oc2cc(C)c(C(=O)O)c(O)c2C)c(O)c1C
    -12	0	-3	-16	-9	-4	-4	-2
Cc1nnc(SCC(=O)N2CCCC(N3CCN(c4ccc(F)cc4)CC3)C2)o1 (stereo unspecified)
    4	0	-1	1	0	5	10	1
O=C(Nc1ccc(C(=O)N2CCOCC2)cc1)Nc1cccc2ccccc12
    -9	-11	0	-4	0	14	-17	8
CC(=O)Nc1cccc(NC(=O)CSc2nn3c(=O)c(C)nnc3s2)c1
    19	0	-3	15	4	6	-73	-2
Cc1cc2c(cc1C)N(CC(=O)N1CCCC1)C(=O)CC(c1ccccc1)=N2
    5	10	-1	-1	-11	-13	10	7
C=C[C@@H]1c2cc(C)ccc2N(S(=O)(=O)c2ccc(C)cc2)[C@H](c2ccccc2)C1(C#N)S(=O)(=O)c1ccccc1 (stereo partly specified)
    5	-11	-3	-7	-1	13	7	-8
CCSc1ccc(C(=O)Nc2cccc(C)n2)cc1[N+](=O)[O-]
    9	5	-1	-4	4	5	10	0
CC(C)C(=O)N[C@@H]1c2ccccc2CC[C@@H]1O
    6	-7	x	x	3	-29	x	-6
CC1(C)CC(c2nc(-c3ccc(Br)cc3)cs2)CCS1 (stereo unspecified)
    10	38	-2	-2	-4	-7	7	-9
O=C(NNc1ccc(Cl)cc1)c1sccc1Cl
    27	21	-6	1	0	-4	62*	8
CC(=O)c1ccc(N2CCN(C(=O)CCCn3c(=O)[nH]c4ccccc4c3=O)CC2)cc1
    -9	3	0	-6	-10	-1	8	-6
CCn1c(=O)c2c3c(sc2n2cnnc12)CCC3
    -10	-5	-1	-9	-11	1	-12	7
COC(=O)C1=NNC2C(=O)N(C3CCCCC3)C(=O)C12 (stereo unspecified)
    -1	-14	1	-5	-3	-16	-7	4
CC(=O)c1cccc(NC(=S)NC2CCCCCCC2)c1
    14	14	-2	-4	7	13	-1	11
CCOc1c2ccc(C(=O)NCCc3cccs3)cc2nn1CC
    -6	-20	-1	19	-11	-96	-3	-10
C[n+]1ccccc1/C=C/c1cc(Br)ccc1O
    6	-9	-3	-21	-3	8	-9	1
Cn1c(SCC(=O)Nc2sccc2C#N)nnc1C1CC1
    -9	9	-4	7	-2	-16	0	1
Cc1ccccc1Cn1ccc(NC(=O)c2cnn3cccnc23)n1
    -12	5	2	-7	-2	-5	-8	2
N#Cc1ccc(COC(=O)CC(NC(N)=O)c2ccc(Cl)cc2)cc1 (stereo unspecified)
    7	-6	1	6	-11	-19	10	3
CCCc1cc(=O)[nH]c(SCC(=O)N2CC3(C)CC2CC(C)(C)C3)n1 (stereo unspecified)
    1	4	-1	0	-6	3	-7	-4
Cc1cccc(C)c1NC(=O)C(NS(=O)(=O)c1cccs1)c1ccccc1 (stereo unspecified)
    1	-8	-3	-16	3	2	-6	-3
CC(C)(C)NS(=O)(=O)c1ccc(NC(=S)NC(=O)C2CC2)cc1
    20	-2	-2	-8	1	18	5	4
OC(COCc1cccs1)CN1CCN(c2cccc(Cl)c2)CC1 (stereo unspecified)
    -5	4	-1	14	-2	6	8	-5
O=C(Cn1nnc(-c2ccccc2)n1)NNC(=O)c1ccc(Br)cc1
    -20	9	-2	-5	-8	2	-6	-1
COc1ccc(/C=N/NC(=O)c2cccnc2)cc1COc1ccc([N+](=O)[O-])cc1
    3	-6	-4	-1	-21	-10	12	-10
Cn1c(=O)[nH]c(=O)c2c1nc(CN1CCN(c3ccc(F)cc3)CC1)n2CCc1ccccc1
    1	9	-6	4	0	-3	-7	7
O=C(Oc1ccc([N+](=O)[O-])cc1)c1cccnc1
    13	-2	-4	1	-1	7	15	9
O=C(COC(=O)CSc1ccc(F)cc1)NCCCc1ccccc1
    4	1	-1	-6	-3	7	0	2
Cc1cccc(C)c1NC(=O)CNC(=O)C(C)N(C)CC(=O)Nc1ccc(F)cc1 (stereo unspecified)
    5	-7	-4	2	-2	-8	14	4
CCC1(C)CC(CC(=O)O)(c2ccccc2OC)CCO1 (stereo unspecified)
    -18	-24	1	-3	1	-1	12	-10
COc1ccc(-n2nc(C(=O)N3CCC(N4CCCCC4)CC3)c3c4ccccc4n(C)c3c2=O)cc1
    17	-3	1	41	-9	-6	21	9
CCN1CCN(C(=O)c2ccc3c(Cl)c4c(nc3c2)CCCC4)CC1
    10	-8	-3	-5	-5	-9	-14	-6
COc1ccc(NC(=O)c2cc(C3CC3)nc3c2cnn3C(C)C)cc1OC
    9	5	-2	4	-3	30	8	-3
O=C(N=C1SC2CS(=O)(=O)CC2N1c1ccccc1)c1cccc([N+](=O)[O-])c1 (stereo unspecified)
    16	10	-4	10	-28	4	17	12
Cc1nnsc1-c1onc(C)c1C(=O)Nc1cc(Cl)cc(Cl)c1
    -8	-10	0	4	-1	7	-10	-10
CCCn1c(=N)n(CC(=O)O)c2ccccc21
    -2	-3	-2	-3	0	-21	4	-8
CN(C)S(=O)(=O)N(Cc1ccc(Br)cc1)c1ccccc1
    10	4	0	7	0	-1	-7	3
COc1ccc(-n2c(SCC(=O)N3CCCC(C)C3)nnc2-c2cccnc2)cc1 (stereo unspecified)
    -3	-1	-1	4	-2	-4	13	3
O=C(Nc1ccnc(-c2cccnc2)n1)c1cccs1
    -15	-6	-1	-10	-2	-5	0	12
Cc1nnc2c3ccccc3c(Cl)nn12
    13	-8	0	-2	-6	3	-10	-2
CC(C)OC(=O)c1cc(-c2ccc(C=O)o2)ccc1Cl
    8	-11	6	1	31	-11	0	0
COc1ccc(C2C3=C(N=C4SCC(=O)N42)c2ccccc2CC3)cc1 (stereo unspecified)
    2	-4	-2	-6	-5	-8	8	4
N#Cc1c(N)nc(N2CCCC2)c(C#N)c1-c1ccc(Cl)cc1
    32	5	-4	24	-4	3	18	8
Cc1cc(C)c(C(=O)c2ccccc2)c(C)c1
    11	-8	x	x	-1	-16	x	4
CCCN(CC(=O)Nc1cc(Cl)ccc1Cl)C(=O)c1ccccn1
    7	2	-3	2	-2	4	-2	-2
COc1cc(OC)cc(-c2sc3ccc(OC)cc3c2-c2ccc(O)cc2)c1
    2	-4	-3	34	10	6	1	-6
N#CC1=C(Nc2ccccc2)SC=C(c2ccc(Br)cc2)N=C1N1CCOCC1
    -2	11	-9	-2	-4	10	17	11
CCCCCCn1nc(C(=O)N(CC(C)C)c2c(N)n(CCCC)c(=O)[nH]c2=O)c2ccccc2c1=O
    13	4	5	-14	-2	9	17	1
CCOC(=O)COc1c(-c2ccc(OC)cc2)oc2ccccc2c1=O
    22	-5	-3	19	-1	1	3	7

(list continues)
Every second line gives: CCR6 antagonist	EBI2 antag	APJ agonist	UBC13 inh	ATG4B inh	Gli-Sufu block	APJ antag	CXCR6 block
CN(C)S(=O)(=O)c1cccc(NC(=O)COC(=O)c2ccc([N+](=O)[O-])o2)c1
    3	-5	5	1	-8	1	-47	-19
CCc1nnc(NC(=O)C(c2ccccc2)c2ccccc2)s1
    6	-7	0	0	5	-10	20	10
COc1ccc(C(=O)N2CCCCC2)cc1S(=O)(=O)Nc1cccc(C(=O)O)c1
    -15	-7	0	-1	-5	0	5	2
CCC(CO)[n+]1c(C)cc(/C=C2\Sc3ccccc3N2Cc2ccccc2)cc1C (stereo unspecified)
    15	-3	x	x	15	87*	x	-6
Cc1ccc(C(=O)CC2(O)C(=O)N(C)c3ccc(Br)cc32)c(C)c1 (stereo unspecified)
    4	3	2	10	-7	31	-4	-3
COc1ccc(/C=C(\NC(=O)c2ccccc2)C(=O)NNC(=O)CCN2CCOCC2)cc1
    -2	2	-3	-4	0	7	-15	-7
O=C(NCCCN1CCCC1=O)Nc1ccc(F)c(Cl)c1
    -13	-5	-4	22	3	-2	8	-2

Some of the entries so far, bar-delimited.
mol | CCR6 antagonist | EBI2 antag | APJ agonist | UBC13 inh | ATG4B inh | Gli-Sufu block | APJ antag | CXCR6 block
O=C(Nc1cccc(NC(=O)c2cccc(Cl)c2)c1)c1cccnc1 | 3 | 3 | 3 | 6 | -2 | 12 | 4 | -5
O=C(O)COCc1nc2ccccc2[nH]1 | -6 | -3 | 4 | 1 | -2 | 2 | -23 | -2
c1ccc(Cn2nnc3c(NCC4CCCO4)nc(C4CC4)nc32)cc1 (stereo unspecified) | 14 | 5 | 1 | -5 | -8 | 9 | -5 | 5
C=CCOc1c(Cl)cc(CNn2cn[nH]c2=S)cc1OC | -6 | 8 | -2 | 4 | -8 | -7 | 21 | 3
COc1cc(CNC(C)(C)CO)cc(Br)c1OCc1ccc(Cl)cc1 | 31 | -2 | 0 | 8 | -14 | 14 | 3 | -15
NS(=O)(=O)c1cccc(NC(=O)CSc2ccccn2)c1 | -1 | -1 | 0 | 0 | -3 | 13 | 0 | 4
O=S(=O)(c1ccc(F)cc1)N1CCN(c2ccccn2)CC1 | 3 | -5 | -2 | 1 | -2 | 3 | 5 | -1
COc1ccc(N2C(=O)CSC2c2ccc3c(c2)OCO3)cc1 (stereo unspecified) | -2 | -15 | 1 | -4 | 1 | 7 | -10 | -4
O=C(C[C@H]1C/C=C\C[C@H](NC(=O)OCC2c3ccccc3-c3ccccc32)C(=O)O[C@@H](c2ccccc2)CNC1=O)NCCO | 3 | 3 | -1 | 23 | -1 | 27 | -8 | 6
C/C(=N/NC(=O)CNC(=O)c1cccs1)c1ccco1 | -7 | -17 | 1 | 5 | 6 | 3 | -2 | 1
O=C(Nc1ccc(S(=O)(=O)Nc2nccs2)cc1)c1cccc(S(=O)(=O)N2CCOCC2)c1 | 5 | -3 | -2 | 2 | -6 | -2 | 6 | 6
COc1cc(C)c(C(=O)Oc2cc(C)c(C(=O)O)c(O)c2C)c(O)c1C | -12 | 0 | -3 | -16 | -9 | -4 | -4 | -2
